Source: PubChem (several laboratories)
Neddylation inh: blocks human cullin neddylation. calls only at 25 µM. TR-FRET cullin neddylation, biochemical. 360,000 tested, 0.58% active. AID 651699. P61081+Q13564; in the data active means inhibition above about 36%
Scp1 inh: blocks human Scp-1 phosphatase activity; Q9GZU7; Recombinant Scp1, phosphopeptide, malachite green phosphate absorbance; inhibition, % at 20 µM; 340,000 tested, 0.88% active; AID 493091;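 active means inhibition above about 50% at 20 µM, limit read from the data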;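 further: plate controls were DMSO wells with enzyme for no effect and wells lacking enzyme for full effect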
Target sequence (Q9GZU7 76-261 limits assumed): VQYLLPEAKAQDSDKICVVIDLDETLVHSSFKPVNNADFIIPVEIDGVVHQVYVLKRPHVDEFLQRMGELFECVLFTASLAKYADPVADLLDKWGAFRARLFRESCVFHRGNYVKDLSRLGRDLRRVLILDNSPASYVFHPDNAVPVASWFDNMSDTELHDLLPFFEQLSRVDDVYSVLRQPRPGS
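Test system – truncated SCP-1 phosphatase (76-261aa) · Reagent – Phosphorylated 17-residue peptide substrate · Incubation – 45 min room-temperature reaction, 5 min colour, 30 min stabiliser · Detection – colorimetric phosphate reagent with accelerator and stabiliser, absorbance at 630 nm · Measure – % inhibition at 20 µM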
STEP inh: inhibitors of human striatal-enriched phosphatase STEP | inhibition, % at 20 µM | AID 588621 | recombinant STEP, OMFP fluorogenic substrate, fluorescence | 360,000 tested, 0.25% active;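 active means inhibition at 20 µM, scaled per plate between control wells, above about 37%, limit read from the data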;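 further: 0% = DMSO with enzyme and substrate and 100% = substrate only without enzyme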
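Material: STEP (striatal-enriched tyrosine phosphatase) enzyme, cell-free; Compound dosing: 20 µM single dose in 1% DMSO; Technique: fluorescence read at 480 nm ex / 540 nm em; Times: reaction 20 min, ambient temperature; Medium: 50 mM Bis-Tris pH 6.0 with 2.5 mM DTT and 0.005% Tween 20; Also added: OMFP at 25 µM.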
CSN inh: blocks human CSN-mediated cullin deneddylation; 360,000 tested, 0.38% active; AID 651999; Purified CSN, SCF-Nedd8-OG deneddylation, fluorescence polarization; inhibition, % at 12.5 µM;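 active means pattern-corrected inhibition above about 35%, with an unprinted fluorescence ratio check between 0.5 and 1.5, limit read from the data, passing the limit was not always enough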;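 further: 0% = enzyme with substrate and 100% = substrate without enzyme; some results filed as inactive read as strong as hits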
Target sequence (Q92905 whole entry, looked up, one chain of several): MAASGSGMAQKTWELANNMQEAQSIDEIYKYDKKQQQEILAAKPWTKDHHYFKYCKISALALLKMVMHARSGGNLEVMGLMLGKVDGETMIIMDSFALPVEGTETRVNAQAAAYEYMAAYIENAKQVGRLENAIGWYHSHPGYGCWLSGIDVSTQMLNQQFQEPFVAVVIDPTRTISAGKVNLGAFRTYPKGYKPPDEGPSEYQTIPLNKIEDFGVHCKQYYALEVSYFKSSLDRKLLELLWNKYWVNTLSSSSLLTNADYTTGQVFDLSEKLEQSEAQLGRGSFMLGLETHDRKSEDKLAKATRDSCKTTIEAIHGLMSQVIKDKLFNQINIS
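Detection – fluorescence polarization · System – HEK293T-derived human Csn5 enzyme · Controls – substrate-only high control, full reaction low control · Timing – 90 min, room temperature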
SUMO1 PPI mod: modulators of human SUMO1-mediated protein-protein interactions. 360,000 tested, 0.33% active. inhibition, % at 20 µM. P63165. SUMO1 binding to a labelled peptide, TR-FRET, 1 h. AID 602429; in the data active means inhibition above about 37%
Target sequence (P63165 whole entry, looked up): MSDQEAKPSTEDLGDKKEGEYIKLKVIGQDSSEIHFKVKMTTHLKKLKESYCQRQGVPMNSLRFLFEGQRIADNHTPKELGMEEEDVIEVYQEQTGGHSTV
DNMT1 inh: blocks human DNA methyltransferase DNMT1; AID 588458; DNMT1 molecular beacon, Hinp1I cleavage, fluorescence; inhibition (reported as % activation of signal), % at 10 µM; 360,000 tested, 0.83% active; in the data active means inhibition above about 50%
LMPTP inh: LMPTP (human) inhibition | 360,000 tested, 0.22% active | P24666 | recombinant LMPTP-A, OMFP fluorogenic substrate, fluorescence intensity | inhibition, % at 20 µM | AID 651560;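 active means compounds that cut the enzyme signal by at least half of the control window in the single-dose screen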;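 further: plate controls were DMSO wells with enzyme plus substrate for no effect and substrate without enzyme for full effect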
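Test system – LMPTP-A phosphatase enzyme · Quantity – 0.625 nM LMPTP-A final · Reagent – OMFP substrate, 400 µM final · Dosing – one test concentration per compound, 20 µM, with 3% DMSO overall · Timing – 50 min enzyme reaction at room temperature, protected from light · Detection – fluorescence intensity · Controls – substrate-only low control, DMSO enzyme-plus-substrate high control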
Rin1-Abl PPI inh: blocks binding of human Rin1 to Abl; TR-FRET Rin1/Abl binding, biochemical; 360,000 tested, 0.4% active; inhibition, % at 7.35 µM; in the data active means inhibition above about 5%, passing the limit was not always enough
Rpn11 block: blocks the human proteasome subunit Rpn11 | O00487 | human 26S proteasome, Ub4-pepOG fluorescence polarization; 20S core pre-blocked with epoxomicin | calls only at 20 µM | 360,000 tested, 0.59% active;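 active means inhibition at 20 µM, scaled to each plate's controls, above about 33%, limit read from the data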
Target sequence (O00487 whole entry, looked up): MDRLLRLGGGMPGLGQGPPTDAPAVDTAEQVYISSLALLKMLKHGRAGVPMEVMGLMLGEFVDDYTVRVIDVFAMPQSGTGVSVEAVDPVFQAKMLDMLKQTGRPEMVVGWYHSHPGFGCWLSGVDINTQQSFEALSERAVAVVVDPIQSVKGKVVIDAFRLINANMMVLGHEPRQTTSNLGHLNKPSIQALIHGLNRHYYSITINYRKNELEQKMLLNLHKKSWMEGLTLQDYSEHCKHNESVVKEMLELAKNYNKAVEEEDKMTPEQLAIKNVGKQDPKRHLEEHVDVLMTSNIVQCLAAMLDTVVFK
NadD inh: inhibitors of Staphylococcus aureus NadD; purified NadD enzyme, colorimetric absorbance read-out; inhibition, % at 20 µM; 360,000 tested, 0.78% active; in the data active means inhibition above about 26%; further: some compounds past the cut are filed as inactive
The depositor's hits bear a star; i = inactive; / = not tested or not shown; + = active, no number. No enrichment for hits; 3.8% or so of the library scored in one or more.

Results follow in this order: Neddylation inh	Scp1 inh	STEP inh	CSN inh	SUMO1 PPI mod	DNMT1 inh	LMPTP inh	Rin1-Abl PPI inh	Rpn11 block	NadD inh
1: CC1=N/C(=C\c2ccc([N+](=O)[O-])cc2)C(=O)N1c1ccc(F)cc1F
 : i	-9	-2	2	-38	1	-2.3	1	i	0
2: COCCN1C=C2C(=O)C(C)(OC(=O)CCc3ccccc3)C(=O)C=C2C=C1c1ccc(C#N)cc1 (stereo not drawn)
 : i	-2	1	-5	-18	-8	0.3	1	i	-1
3: CC(C)C(NC(=O)c1c(F)cccc1F)C(=O)OCN1C(=O)c2ccccc2C1=O (stereo not drawn)
 : i	-5	-3	1	-4	-2	-1.0	1	i	1
4: O=C(Nc1cccc2c1N(C(=O)c1ccco1)CCC2)c1ccco1
 : i	-11	0	0	6	-1	0.2	3	i	-2
5: CCc1ccccc1NC(=O)COc1ccc2c(=O)c(Oc3cc(C)ccc3C)coc2c1
 : i	-2	3	1	1	0	1.9	-3	i	5
6: CCOc1ccccc1NC(=O)CCCNC(=O)c1ccc(Cl)cc1
 : i	-5	-2	4	-2	1	0.4	1	i	1
7: N#CC1=C(N)NC(SCC(=O)Nc2ccccc2)=C(C#N)C12CCCC2
 : i	-16	-1	-3	-3	-13	1.9	-2	i	8
8: Cc1ccc2nc(NCc3ccccc3)[nH]c2c1
 : i	-4	2	0	4	3	-0.4	2	i	-3
9: CC(C1CC1)N(C(=O)c1ccccc1[N+](=O)[O-])c1ccccc1 (stereo not drawn)
 : i	-4	3	2	-7	3	-1.9	2	i	0
10: Cc1nc(CN(C)c2ncnc3ccc(-c4ccc5c(c4)OCO5)cc23)cs1
 : /	/	1	2	-2	3	2.9	-7	i	2
11: COc1ccccc1CNS(=O)(=O)c1ccc2c(c1)NC(=O)C(C)S2 (stereo not drawn)
 : i	37	0	2	0	0	0.3	2	i	-4
12: Cn1cccc1C(=O)OCC(=O)Nc1ccc2c(c1)OCCO2
 : i	-3	-2	4	3	-2	-4.1	2	i	-3
13: Cc1cccc(C(=O)N2c3ccccc3C(=O)OC2c2ccc3c(c2)OCO3)c1 (stereo not drawn)
 : i	-14	-2	1	0	-3	-0.3	0	i	1
14: O=C(CN(Cc1ccccc1Cl)C(=O)c1ccc(CN2CCOCC2)o1)NCc1ccccc1
 : i	-8	2	3	1	4	-0.3	2	i	9
15: O=C(Nc1cc(Cl)cc(Cl)c1)c1cccc(OC(F)F)c1
 : i	-14	-2	-13	-3	-6	2.8	-2	i	-15
16: CCNC(=O)NC(=O)C(C)OC(=O)C1CCN(S(=O)(=O)c2ccccc2C(=O)OC)CC1 (stereo not drawn)
 : i	-1	0	9	-1	1	-1.3	3	i	1
17: Cc1nc(Cn2c3ccc(NC(=S)NC4CCCCC4)cc3c(=O)n2C)cs1
 : /	/	0	0	4	0	-0.4	1	i	4
18: CCc1[nH]nc(C(=O)N2CCCC(C(=O)c3cccc(C(F)(F)F)c3)C2)c1C (stereo not drawn)
 : i	3	-2	4	-4	0	-1.2	1	i	6
19: COc1ccc2c(C(=O)CN(C)C3CCCCC3)c[nH]c2c1
 : i	-7	-2	7	-4	-9	-0.7	-2	i	3
20: C=CCN(c1ccccc1C(=O)NCC(=O)O)S(=O)(=O)c1ccccc1C
 : i	-1	2	2	4	0	-1.6	1	i	1

2 entries drawn at random from the list so far:
Results follow in this order: Neddylation inh	Scp1 inh	STEP inh	CSN inh	SUMO1 PPI mod	DNMT1 inh	LMPTP inh	Rin1-Abl PPI inh	Rpn11 block	NadD inh
16: CCNC(=O)NC(=O)C(C)OC(=O)C1CCN(S(=O)(=O)c2ccccc2C(=O)OC)CC1 (stereo not drawn)
 : i	-1	0	9	-1	1	-1.3	3	i	1
8: Cc1ccc2nc(NCc3ccccc3)[nH]c2c1
 : i	-4	2	0	4	3	-0.4	2	i	-3

Later entries
Results follow in this order: Neddylation inh	Scp1 inh	STEP inh	CSN inh	SUMO1 PPI mod	DNMT1 inh	LMPTP inh	Rin1-Abl PPI inh	Rpn11 block	NadD inh
21: Cn1cc(S(=O)(=O)N2CCNCC2)cc1C(N)=O
 : i	-4	-2	-2	-1	1	-0.4	0	i	-5
22: NC(=O)C1(N2CCCCC2)CCN(C(=O)CCCn2c(=O)[nH]c3ccsc3c2=O)CC1
 : i	-9	-4	3	-3	3	6.6	1	i	2
23: O=S(=O)(Nc1ccc(-c2nc3cccnc3s2)cc1)c1ccc(Cl)s1
 : /	-12	-5	-3	1	-9	1.9	0	i	4
24: CC(=O)c1cccc(NC(=S)NC(=O)c2ccccc2C)c1
 : i	-5	3	5	4	-1	-2.7	-1	i	-4
25: Cc1ccccc1CN1CCc2c(OCC(=O)N3CCCCC3)cccc2C1=O
 : i	-5	-1	3	-3	1	-0.2	-5	i	2
26: O=C(COc1ccc2c(c1)oc(=O)c1ccccc12)NCC1CCC(C(=O)O)CC1 (stereo not drawn)
 : /	1	-1	7	1	-1	2.2	-4	i	2
27: Cc1nc(CC(=O)c2ccc(O)cc2O)cs1
 : i	-4	1	-1	-2	0	-1.2	-5	i	4
28: COc1cc(/C=C(\C#N)c2nc3ccccc3[nH]2)cc(Br)c1OCc1ccc(F)cc1
 : i	0	1	3	4	-3	0.0	0	i	0
29: COC(=O)C1C(=O)C(C(=O)c2ccccc2)C(=O)CC1(C)C (stereo not drawn)
 : i	-4	-2	3	5	3	1.0	-1	i	2
30: COCCn1nnnc1C(C(C)C)N1CCN(C(=O)c2ccco2)CC1 (stereo not drawn)
 : i	-9	-1	4	0	3	-4.1	0	i	7
31: O=C(O)CC1=C(Nc2ccccc2)C(=O)N(c2ccccc2)C1c1ccc(Cl)cc1 (stereo not drawn)
 : i	-9	0	2	3	30	1.0	-3	i	1
32: CC(NC(=O)C[n+]1cccc(Br)c1)c1ccccc1 (stereo not drawn)
 : i	-10	-1	0	-3	0	-2.8	1	i	-6
33: CC(=O)C1=CCC(c2ccccc2)N(S(C)(=O)=O)C1 (stereo not drawn)
 : i	/	-2	1	7	11	-3.4	7	i	-9
34: CC1(C)CN(c2ccc(Br)cc2)C(=O)[C@H]1CC(=O)Nc1ccccc1
 : i	/	0	0	7	1	0.4	0	i	1
35: COc1ccc(CC(=O)Nc2ccc(-c3noc(-c4cc(OC)c(OC)c(OC)c4)n3)cc2)cc1
 : i	-13	-3	-7	-3	21	-0.9	1	i	-4
36: COc1ccc2cnn(CCOc3ccccc3)c(=O)c2c1OC
 : i	-4	3	-4	-1	1	-1.1	14*	i	2
37: CCc1nc2ccc(C(=O)NCCOc3ccc(OC)cc3)cn2c1N(CCC(C)C)CCN(C)C
 : i	/	1	-6	0	1	0.1	-3	i	-5
38: COc1ccc(-c2c(C)nn3c(NC4CCCC4)cc(C)nc23)cc1OC
 : +	-7	1	0	7	-2	0.8	4	i	-3
39: O=C(CNC(=O)N1CC(=O)Nc2ccccc21)NCc1ccc(F)cc1
 : i	/	-7	-3	3	6	-1.0	-7	i	-3
40: Cc1ccc(NC(=O)/C=C/c2ccc(Cl)cc2)nc1
 : i	-3	-2	0	-4	1	0.2	0	i	3

The list continues:
| item | compound | Neddylation inh | Scp1 inh | STEP inh | CSN inh | SUMO1 PPI mod | DNMT1 inh | LMPTP inh | Rin1-Abl PPI inh | Rpn11 block | NadD inh |
| --- | --- | --- | --- | --- | --- | --- | --- | --- | --- | --- | --- |
| 41 | CCN(CC)S(=O)(=O)c1cc(NC(=O)CO/N=C(\N)c2ccccc2Cl)ccc1C | i | 0 | 0 | -1 | -1 | 0 | 0.0 | 4 | i | 1 |
| 42 | CCCCC[C@H]1CCCCC[C@H](O)C[C@@H](O)[C@H](O)/C=C/C(=O)O1 | i | / | / | 0 | 4 | / | 1.2 | / | / | 0 |
| 43 | O=Cc1ccc(-n2nncc2-c2ccc([N+](=O)[O-])cc2)cc1 | i | 3 | 1 | -3 | -26 | 3 | -0.2 | 2 | i | 3 |
| 44 | Cc1cc(C(=O)N2CCCC(N3CCN(c4cccc(Cl)c4)CC3)C2)nn1C (stereo not drawn) | i | -4 | 0 | 1 | 0 | 1 | -1.2 | 0 | i | 3 |
| 45 | Cn1c(=O)n(CCC(=O)O)c2ccccc21 | i | 16 | 0 | 4 | -2 | 1 | -1.7 | 4 | i | 0 |
| 46 | O=C(COC(=O)c1nc(Cl)ccc1Cl)NCc1ccc(Cl)cc1Cl | i | -6 | 1 | -1 | 4 | -1 | 1.1 | -1 | i | -2 |
| 47 | O=C1C(NS(=O)(=O)c2cccs2)=C(N2CCOCC2)C(=O)c2ccccc21 | i | -4 | 6 | 0 | -33 | -6 | 2.4 | -13 | i | -2 |
| 48 | O=C(COC(=O)/C=C/c1cccc(Cl)c1)NCCC1=CCCCC1 | i | -4 | 3 | 2 | 2 | 5 | 0.2 | 1 | i | 2 |

Complete entries from above. Order of screens: Neddylation inh, Scp1 inh, STEP inh, CSN inh, SUMO1 PPI mod, DNMT1 inh, LMPTP inh, Rin1-Abl PPI inh, Rpn11 block, NadD inh
Shown for `CC(NC(=O)C[n+]1cccc(Br)c1)c1ccccc1` (stereo not drawn) = i, -10, -1, 0, -3, 0, -2.8, 1, i, -6
Shown for `Cc1ccc(NC(=O)/C=C/c2ccc(Cl)cc2)nc1` = i, -3, -2, 0, -4, 1, 0.2, 0, i, 3
Shown for `O=C(COc1ccc2c(c1)oc(=O)c1ccccc12)NCC1CCC(C(=O)O)CC1` (stereo not drawn) = /, 1, -1, 7, 1, -1, 2.2, -4, i, 2
Shown for `CCN(CC)S(=O)(=O)c1cc(NC(=O)CO/N=C(\N)c2ccccc2Cl)ccc1C` = i, 0, 0, -1, -1, 0, 0.0, 4, i, 1
Shown for `O=C(Nc1cc(Cl)cc(Cl)c1)c1cccc(OC(F)F)c1` = i, -14, -2, -13, -3, -6, 2.8, -2, i, -15
